S-ASM inh: blocks human secretory acid sphingomyelinase. placental ASM, HMU-PC fluorogenic substrate, 60 min. P17405. AID 504937. 340,000 tested, 0.006% active. Potency, µM (highest dose often 57.5 µM), inactives show top-dose activity change, negative = inhibition, usual class: inhibitors; note: potency is the fitted concentration of half-maximal effect
Target sequence (P17405 47-631 limits assumed): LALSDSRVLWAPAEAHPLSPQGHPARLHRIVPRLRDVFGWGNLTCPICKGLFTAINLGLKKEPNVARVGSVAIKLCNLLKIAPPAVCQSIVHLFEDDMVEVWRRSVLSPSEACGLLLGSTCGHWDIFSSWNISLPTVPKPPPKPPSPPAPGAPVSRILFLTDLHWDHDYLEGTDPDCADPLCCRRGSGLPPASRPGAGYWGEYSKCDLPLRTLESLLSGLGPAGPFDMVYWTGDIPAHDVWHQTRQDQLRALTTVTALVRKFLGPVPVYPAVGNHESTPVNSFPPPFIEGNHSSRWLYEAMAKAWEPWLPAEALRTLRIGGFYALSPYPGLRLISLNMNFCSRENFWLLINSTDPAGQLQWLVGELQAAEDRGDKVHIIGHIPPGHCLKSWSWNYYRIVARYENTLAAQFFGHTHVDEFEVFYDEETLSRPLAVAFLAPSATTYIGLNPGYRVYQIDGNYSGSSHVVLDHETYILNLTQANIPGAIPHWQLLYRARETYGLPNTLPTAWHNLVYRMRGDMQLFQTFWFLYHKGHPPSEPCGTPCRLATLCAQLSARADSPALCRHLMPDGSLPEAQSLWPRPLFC
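Fluorescence read-out (Ex 386 nm, Em 447 nm) after stopping the reaction at pH 10. Enzyme: ASM from human placenta; substrate HMU-PC0, 9 uM final; 60 min, 37 °C. Compound preincubation 10 min, ambient temperature.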
AT treatment: candidate therapy for ataxia-telangiectasia; […] A-T fibroblasts, KAP-1 phosphorylation AlphaLISA; neocarzinostatin DNA damage 30 min before lysis; 320,000 tested, 0.19% active; Potency, µM (series often up to 57.5 µM), inactives show at the highest dose activation, usual class: activators; AID 485349; note: potency is the fitted concentration of half-maximal effect; % of control where 0% means no effect; nearly all actives have a fitted effect of over 45% in size
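hTERT-immortalized A-T patient fibroblasts ([…]), 500 cells/well in OPTI-MEM, 1% FBS, got compounds for 60 min, then NCS for 30 min at 37C. Lysates were then assayed for phospho-KAP-1 by AlphaLISA (anti-pKAP1 donor, anti-KAP1 acceptor beads), 6 hr at 25C.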
MBNL1-CUG inh: MBNL1-poly(CUG) RNA binding inhibition. Q9NR56. TR-FRET MBNL1-His/biotin-(CUG)12 binding, 665/545 ratio. Potency, µM (highest dose often 57.5 µM), without a hit: at the top dose activity change, negative = inhibition, hits mostly inhibitors. 280,000 tested, 0.036% active. AID 2675; active = well fitted inhibition curve with a large enough effect in the signal ratio, with a control signal flat, not every such curve was filed as active; inconclusive = small, poorly fitted or top-dose-only effect, or effect the other way, or a change in a side signal; inactive = no such curve, though single readings can be large or run the other way; the % refers to the signal ratio; note: potency is the fitted concentration of half-maximal effect; % is set by controls: 0 for no effect and ±100 for the full control effect
Target sequence (Q9NR56 whole entry, looked up): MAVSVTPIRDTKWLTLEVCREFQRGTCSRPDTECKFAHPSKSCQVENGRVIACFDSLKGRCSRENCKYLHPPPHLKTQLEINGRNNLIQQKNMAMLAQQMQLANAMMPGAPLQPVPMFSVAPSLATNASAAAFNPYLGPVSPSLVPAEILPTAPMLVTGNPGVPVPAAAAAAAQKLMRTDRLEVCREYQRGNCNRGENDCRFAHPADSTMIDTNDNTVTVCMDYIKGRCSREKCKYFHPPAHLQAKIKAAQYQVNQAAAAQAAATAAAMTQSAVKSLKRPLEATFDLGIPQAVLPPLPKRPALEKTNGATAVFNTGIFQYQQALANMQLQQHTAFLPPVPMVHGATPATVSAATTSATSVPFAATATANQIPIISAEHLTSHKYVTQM
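Ratiometric TR-FRET (665 over 545 nm, excitation 340 nm) tracks disruption of MBNL1-His/biotin-(CUG)12 complex after 60 min at room temperature, with compounds at 92 nM to 58 uM final.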
MLL CXXC-DNA inh: inhibitors of human MLL CXXC domain-DNA interaction | Q03164 | MLL-CXXC / FITC-HOXA9 DNA fluorescence polarization | Potency, µM (doses to about 115 µM), for inactives: at the highest dose activity change, negative = inhibition, most hits filed as inhibitors | 290,000 tested, 0.037% active; active = well fitted inhibition curve with a large enough effect in the polarisation, with a control signal flat, not every such curve was filed as active; inconclusive = small, poorly fitted or top-dose-only effect, or effect the other way, or a change in a side signal; inactive = no such curve, though single readings can be large or run the other way; the % refers to the polarisation; note: potency is the fitted concentration of half-maximal effect
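Purified MLL-CXXC (added from a 7 uM solution) was preincubated 5 min at ambient with pinned compounds in 50 mM Tris-HCl pH 7.5, 50 mM NaCl, 1 mM DTT, 0.05% BSA. Fluorescein-labeled HOX-A9 DNA (50 nM solution) followed, 30 min, then polarization read.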
KCNH2 3.1 inh: blocks the human KCNH2 3.1 channel isoform; U2OS KCNH2 3.1, thallium flux FluxOr; stronger effect = lower value; activity change, % (tested at about 1.8 µM); 340,000 tested, 0.95% active; AID 720553;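 active = maximum activity change below -70%; inconclusive = maximum activity change from -70% to -50%; inactive = maximum activity change above -50%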;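 note: thallium influx rate constant from kinetic fluorescence after stimulation buffer; % is set by controls: 0 for no effect and ±100 for the full control effect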
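FluxOr-based Tl+ influx in U2OS cells transduced with KCNH2 3.1 virus; rate constants normalized to DMSO controls.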
KCNH2 WT inh: inhibitors of human wildtype KCNH2 potassium channel; Q12809; U2OS, BacMam KCNH2, thallium flux FluxOr; stronger effect = lower value; activity change, % at 1.84 µM; 340,000 tested, 0.37% active; AID 720551;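 active = maximum activity change below -70%; inconclusive = maximum activity change between -70% and -50%; inactive = maximum activity change above -50%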; note: % is set by controls: 0 for no effect and ±100 for the full control effect
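U2OS cells transduced with wild-type KCNH2 virus are loaded with FluxOr dye for 45 min, and thallium flux is measured in kinetic reads before and after stimulation buffer. Rate constants are normalized to DMSO controls.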
FBPA coupling cs: counter-screen for Giardia aldolase inhibitors: coupling enzyme system; activity change, negative = inhibition, % at 58.2 µM, hits read low; 290,000 tested, 0.67% active; coupling enzyme system counterscreen, AmpLite Red fluorescence; AID 2472; in the data active = activity change below about -30%; note: % is set by controls: 0 for no effect and ±100 for the full control effect
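Fluorescence at 525 nm excitation and 598 nm emission measured inhibition of the coupled detection system without aldolase. Compounds (at 57.5 uM final) were preincubated 10 min at room temperature with coupling enzyme reagent before a 20 min substrate/AmpLite Red step.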
TRPV1 ag: activates the human vanilloid receptor TRPV1; Q8NER1; TRPV1-expressing cells, Fluo-8 calcium influx, agonist mode; activation, % at 8.33 µM; 320,000 tested, 0.19% active; AID 540275; in the data active = activation above about 80%; inconclusive = between about 30% and that limit; note: 0% is about no effect
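Fluo-8 calcium influx in TRPV1-expressing cells, kinetic read (ex 480/em 520 nm). Compound added and read 3 min for agonist activity, followed by capsaicin at EC20 final and 2 min further read for enhancement.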
Integrin act MD: activators of alpha7 integrin expression for muscular dystrophy; alpha7betagal myoblasts, beta-gal FDG fluorescence, 48 h; Potency, µM (titrated, usually from 38.3 µM), without a hit: top-dose activation, most hits filed as activators; 350,000 tested, 0.064% active;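 note: potency is the fitted concentration of half-maximal effect; 100% = response of the positive control SU9516; nearly all actives have a fitted effect of over 60% in size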
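alpha7betagal+/- myoblasts (passage 13, 250/well) treated 48 h at 37C with compounds at 1:260 dilution of DMSO stock. Lysed, then beta-galactosidase activity read as FDG fluorescence (ex 480/em 540) after 30 min, with pre-read for autofluorescence.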
GALK inhibitor: inhibitors of human galactokinase | P51570 | 270,000 tested, 0.007% active | Potency, µM (titrated, usually from 57.5 µM), without a hit: top-dose activity change, negative = inhibition, usual class: inhibitors | Purified GALK, Kinase-Glo residual ATP luminescence | AID 1868; note: potency is the fitted concentration of half-maximal effect; % is set by controls: 0 for no effect and ±100 for the full control effect
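5 nM enzyme, 35 uM ATP, 100 uM galactose, 20 mM HEPES pH8.0, 5 mM MgCl2; 1 h RT; residual ATP by Kinase-Glo Plus luminescence, qHTS format.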
* hit, by the source's call; ? = inconclusive; nt = not tested or not shown; [ ] = dose if it differs, or a comment. Unless noted, calls come from the whole dose curve; as a rule, active = well fitted curve in the direction sought with a large enough effect; inconclusive = small, poorly fitted or top-dose-only effect, or another doubt; inactive = no such curve, though single readings can be large; an effect the other way counts as inactive or inconclusive.

Assay codes – A = S-ASM inh; B = AT treatment; C = MBNL1-CUG inh; D = MLL CXXC-DNA inh; E = KCNH2 3.1 inh; F = KCNH2 WT inh; G = FBPA coupling cs; H = TRPV1 ag; I = Integrin act MD; J = GALK inhibitor
C/C(CCc1ccc2c(c1)OCO2)=N\N=C1\NC(=O)CC(C(=O)Nc2ccc(C(=O)O)cc2)S1 (configuration not stated)
  A = -1%	B = nt	C = nt	D = nt	E = 85	F = -19	G = nt	H = nt	I = 6%	J = nt
Nc1nonc1C(=Nc1ccccc1)NO
  A = 6%	B = 7%	C = 9%	D = -13%	E = -10	F = -2	G = 1	H = 0	I = 17%[7.66 µM]	J = 7%
COc1ccc(CCN(C)C(=O)/C=C/c2c(Cl)nc3ccccn23)cc1OC
  A = 4%	B = -2%	C = ?	D = -2%	E = 9	F = 2	G = 0	H = -3	I = 4%	J = 2%
CCOc1ccc(S(=O)(=O)NCCC(=O)NCC(c2ccc(OC)cc2)N2CCCC2)cc1 (configuration not stated)
  A = 6%	B = 7%	C = nt	D = nt	E = -3	F = 6	G = nt	H = -2	I = -5%	J = nt
Cc1noc(C)c1COc1cccc(C(=O)N(C)Cc2nc3ccccc3c(=O)[nH]2)c1
  A = 2%	B = 9%	C = nt	D = nt	E = -6	F = 3	G = nt	H = 2	I = -2%	J = nt
Cc1cc(C)c(OCCN2C(=O)NC(C)(C)C2=O)c(Cl)c1
  A = 2%	B = nt	C = 3%	D = 2%	E = -7	F = -1	G = 0	H = -5	I = 5%	J = 2%
COc1cc2ccccc2cc1C(=O)N1CCN(C(C)=O)CC1
  A = 1%	B = 10%	C = -7%	D = -2%	E = -9	F = -7	G = nt	H = -3	I = 19%	J = 2%
Cn1nc(-c2ccc(C(=O)Nc3cccnc3)cc2)c2ccccc2c1=O
  A = 2%	B = -5%	C = 1%	D = 0%	E = -4	F = 2	G = -26	H = -1	I = -24%	J = -1%
Cc1ccc(C)c(N2CCN(C(=O)c3cc(S(=O)(=O)N4CCOCC4)cn3C)CC2)c1
  A = -6%	B = -7%	C = -13%	D = nt	E = 0	F = 3	G = 0	H = 20	I = 6%	J = nt
N#Cc1c(Nc2ccccc2)sc(C(=O)C2CC2)c1N
  A = 2%	B = -4%	C = -2%	D = 4%	E = 39	F = 5	G = 1	H = -1	I = -10%	J = 1%
Cc1ccc(C2(C(F)(F)F)NC(=O)N3C(=C2C#N)Nc2ccccc23)cc1 (configuration not stated)
  A = 8%	B = 0%	C = 1%	D = 30%	E = -11	F = 8	G = 2	H = 1	I = 10%[7.66 µM]	J = 0%
CN1CCN(CCNC(=O)Nc2ccccc2[N+](=O)[O-])CC1
  A = -2%	B = -11%	C = ?	D = 5%	E = 0	F = 13	G = 2	H = 1	I = 16%	J = -2%
O=C(COC(=O)CNC(=O)c1ccc(Cl)cc1)Nc1ccc2c(c1)OCCO2
  A = 0%	B = -3%	C = nt	D = 17%	E = 15	F = 26	G = -3	H = -3	I = 15%	J = 3%
O=[N+]([O-])c1ccc(/C=N/NC(=S)Nc2ccc(Cl)cc2Cl)s1
  A = -1%	B = -9%	C = ?	D = -3%	E = 2	F = -10	G = -11	H = -1	I = -58%[inhibitor]	J = -1%
O=C(O)CCN1C(=O)CC2(CCCCC2)C1=O
  A = 1%	B = 12%	C = -11%	D = 12%	E = 13	F = -1	G = 2	H = -4	I = 4%	J = 1%
O=C(NC12CC3CC(CC(C3)C1)C2)N1CCN(c2ccccn2)CC1
  A = 4%	B = 3%	C = -1%	D = 1%	E = 9	F = 6	G = 3	H = ?	I = 19%	J = -2%
O=C(NCc1ccc(F)cc1)C(=O)NCC1OCCN1C(=O)c1ccc(Cl)cc1 (configuration not stated)
  A = -1%	B = -6%	C = -26%	D = 17%	E = -10	F = -8	G = 2	H = 0	I = -14%	J = nt
Cc1cc(C)cc(NC(=O)CSc2nnc(Cc3cccn3C)n2-c2ccc(F)cc2)c1
  A = -3%	B = 4%	C = ?	D = -5%	E = -3	F = -8	G = -7	H = -8	I = 8%	J = -2%
COc1ccc2[nH]cc(S(=O)(=O)c3ccc(F)cc3)c(=O)c2c1
  A = 3%	B = -2%	C = -10%	D = 9%	E = -13	F = -19	G = 3	H = 2	I = 30%	J = 1%
O=C(O)CCC(=O)N1N=C(c2ccc(Br)cc2)CC1c1cccs1 (configuration not stated)
  A = 0%	B = 6%	C = 33%[activator]	D = -3%	E = 17	F = 7	G = 8	H = -1	I = -9%	J = -1%
COC(=O)[C@H]1C[C@@H]1[C@H](NC(=O)c1cccnc1)c1ccccc1
  A = 4%	B = nt	C = nt	D = nt	E = -5	F = -4	G = -1	H = nt	I = 18%	J = nt
Cc1cc2nc(N3CCN(C(=O)c4cccs4)CC3)sc2cc1C
  A = 1%	B = -1%	C = nt	D = nt	E = -2	F = -11	G = nt	H = 14	I = -2%	J = nt
CCCCC(CC)CNC(=O)CN1C(=O)NC2(CCc3ccccc32)C1=O (configuration not stated)
  A = -5%	B = 0%	C = 0%	D = 27%	E = -1	F = -4	G = 1	H = 9	I = -194%[inhibitor]	J = -1%
Cc1cc(C(=O)OCC(=O)NC2(C#N)CCCCC2)c(C)o1
  A = -1%	B = 2%	C = nt	D = nt	E = 0	F = 4	G = nt	H = 19	I = -16%	J = nt
Cc1cc(NS(=O)(=O)Cc2ccccc2)no1
  A = 0%	B = -4%	C = -9%	D = -5%	E = -14	F = -9	G = 3	H = 0	I = -6%	J = 0%
COc1ccc(-c2nc3nc(C)c(Cc4ccccc4)c(=O)n3[nH]2)cc1
  A = 1%	B = 1%	C = -4%	D = 4%	E = -12	F = 4	G = 3	H = 1	I = 10%	J = -4%
COc1ccc(CN2CCN(C(=O)CC(C)C)CC2)c2ccccc12
  A = 1%	B = 6%	C = 14%	D = -3%	E = 30	F = 6	G = 2	H = 13	I = -44%[inhibitor]	J = -2%
NC(=O)SCC(=O)Nc1ccc(Cl)c(Cl)c1
  A = -7%	B = -5%	C = 7%	D = -10%	E = -9	F = -16	G = 0	H = 4	I = -9%	J = 1%
CCO[C@@H]1OC(C(=O)N2CCN(C)CC2)=C[C@H](C(C)(C)C)[C@H]1CCCO
  A = 5%	B = -7%	C = 2%	D = -23%	E = -3	F = 11	G = 5	H = 2	I = 18%	J = 3%
CC(C)C(=O)Nc1cc2c3c(c1)CCC(=O)N3CCC2
  A = -5%	B = -3%	C = 3%	D = 30%	E = 11	F = 2	G = 3	H = -2	I = 41%	J = 4%
O=C(Cc1ccccc1)NNC(=O)Nc1cccc(Cl)c1
  A = 0%	B = 3%	C = -17%	D = -12%	E = 8	F = -6	G = 0	H = 1	I = 7%	J = 3%
Cc1ccc(CN2CCN(C/C=C/c3ccc(F)cc3)CC2CCO)o1 (configuration not stated)
  A = -2%	B = -1%	C = -10%	D = -12%	E = -3	F = 17	G = -7	H = 9	I = 20%	J = 1%
CCCOC(=O)Cn1cnc2scc(-c3ccc(C)cc3)c2c1=O
  A = -3%	B = 3%	C = -2%	D = -2%	E = -11	F = 4	G = 2	H = 3	I = -29%	J = 0%
COc1ccc(C(=O)NC(=S)Nc2ccccc2[N+](=O)[O-])cc1OC
  A = -5%	B = 2%	C = 9%	D = 3%	E = 12	F = -34	G = 1	H = 3	I = -11%	J = -1%
COc1ccc(CNc2nc3ccccc3n2Cc2ccc(C)cc2)cc1OC
  A = -1%	B = nt	C = -10%	D = -2%	E = -8	F = 18	G = 1	H = -4	I = 13%	J = 0%
O=c1oc(-c2cccs2)nc2sc3c(c12)CCCC3
  A = 65%	B = nt	C = -2%	D = -7%	E = -8	F = -12	G = -1	H = -2	I = 21%	J = 3%

As a short view, some entries already given:
Assay codes – A = S-ASM inh; B = AT treatment; C = MBNL1-CUG inh; D = MLL CXXC-DNA inh; E = KCNH2 3.1 inh; F = KCNH2 WT inh; G = FBPA coupling cs; H = TRPV1 ag; I = Integrin act MD; J = GALK inhibitor
COc1ccc(CNc2nc3ccccc3n2Cc2ccc(C)cc2)cc1OC
  A = -1%	B = nt	C = -10%	D = -2%	E = -8	F = 18	G = 1	H = -4	I = 13%	J = 0%
O=c1oc(-c2cccs2)nc2sc3c(c12)CCCC3
  A = 65%	B = nt	C = -2%	D = -7%	E = -8	F = -12	G = -1	H = -2	I = 21%	J = 3%

Compound activity deposited in PubChem BioAssay by National Center for Advancing Translational Sciences (NCATS).
